Assay outcomes as filed in PubChem BioAssay.
EWS-Fli block – blocks EWS/Fli oncoprotein-driven transcription; AID 651661; hit rate 0.67% among 350,000; A673 NR0B1-luciferase reporter, viability-normalised; inhibition, % at 12.6 µM;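 active = mean inhibition of at least 50% after viability correction, with every replicate also passing that limit; inconclusive = mean reaches 50% but only one of two replicates passes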;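 note: firefly luciferase signal divided by Alamar Blue viability fluorescence both relative to DMSO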
ERAP1 inh – blocks human ERAP1 aminopeptidase activity. AID 652197. inhibition, % at 10.7 µM. recombinant ERAP1, Leu-AMC fluorescence, 60 min. hit rate 0.15% among 340,000;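 active = mean replicate inhibition of at least 30%, or all replicates individually reaching that 30% level; inactive = mean below 30% and not every replicate reaching it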;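 note: 0% = neutral control wells and 100% = L-leucinethiol positive control wells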
Target sequence (Q9NZ08 whole entry, looked up): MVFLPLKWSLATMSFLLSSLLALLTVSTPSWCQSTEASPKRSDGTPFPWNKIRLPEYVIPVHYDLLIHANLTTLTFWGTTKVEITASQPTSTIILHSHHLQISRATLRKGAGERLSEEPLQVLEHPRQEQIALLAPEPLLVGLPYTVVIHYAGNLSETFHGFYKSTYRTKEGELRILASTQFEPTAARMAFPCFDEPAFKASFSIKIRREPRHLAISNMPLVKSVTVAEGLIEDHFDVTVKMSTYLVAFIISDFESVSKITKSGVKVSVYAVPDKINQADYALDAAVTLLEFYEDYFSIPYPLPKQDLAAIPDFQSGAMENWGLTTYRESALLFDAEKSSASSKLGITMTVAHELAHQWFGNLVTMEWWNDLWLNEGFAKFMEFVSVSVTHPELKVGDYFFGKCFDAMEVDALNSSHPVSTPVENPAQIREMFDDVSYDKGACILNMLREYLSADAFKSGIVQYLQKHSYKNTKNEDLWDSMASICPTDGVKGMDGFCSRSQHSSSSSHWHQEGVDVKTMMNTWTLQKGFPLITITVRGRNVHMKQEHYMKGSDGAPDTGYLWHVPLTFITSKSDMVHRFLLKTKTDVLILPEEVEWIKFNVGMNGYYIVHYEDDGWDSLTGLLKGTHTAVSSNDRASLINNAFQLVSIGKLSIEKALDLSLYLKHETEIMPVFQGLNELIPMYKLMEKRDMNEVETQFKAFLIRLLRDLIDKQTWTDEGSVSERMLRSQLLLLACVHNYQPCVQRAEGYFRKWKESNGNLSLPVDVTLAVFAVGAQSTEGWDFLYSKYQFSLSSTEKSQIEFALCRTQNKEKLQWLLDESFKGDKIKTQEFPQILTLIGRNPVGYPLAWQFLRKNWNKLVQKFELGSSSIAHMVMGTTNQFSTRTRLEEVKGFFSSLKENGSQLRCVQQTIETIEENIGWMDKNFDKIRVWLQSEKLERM
FN deposition inh – fibronectin deposition inhibition; AH1F fibroblasts, Alexa488-fibronectin deposition fluorescence, overnight; inhibition, % at 12.6 µM; hit rate 0.086% among 350,000; AID 743247;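 active = mean inhibition across replicates of 30% or more, regardless of how many single replicates reach that level; inconclusive = mean under 30% yet at least half of replicates reach 30%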;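 note: positive control wells lacked labelled fibronectin entirely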
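material = AH1F fibroblast monolayer depositing Alexa488-labelled fibronectin into matrix | amount = 10000 AH1F cells/well | buffer or medium = DMEM plus 2% serum, read in PBS | incubation = 1 h cell adhesion before compound, then overnight fibronectin incubation | detection = fluorescence at 485 nm excitation, 525 nm emission | evaluation = percent inhibition as loss of matrix-bound fibronectin fluorescence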
PglD inh – PglD (C. jejuni) enzyme inhibition; inhibition, % at 12.5 µM; purified PglD enzyme, DTNB colorimetric CoA detection; hit rate 0.098% among 360,000; AID 602405; in the data active = inhibition above about 16%, passing the limit was not always enough; inconclusive = no clear call, values can overlap the other calls; note: strong numbers were not always called active
S100A4 inh HTS – blocks human S100A4 binding to myosin IIA peptide; P26447; S100A4/TAMRA-MyoIIA peptide fluorescence polarization; AID 652163; hit rate 0.14% among 360,000; inhibition, % at 10.7 µM;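 active = mean inhibition of at least 70% across replicates, with every replicate also reaching that level; inconclusive = mean inhibition reaches 70% but some replicates fall short; inactive = mean inhibition below 70%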
Target sequence (P26447 whole entry, looked up): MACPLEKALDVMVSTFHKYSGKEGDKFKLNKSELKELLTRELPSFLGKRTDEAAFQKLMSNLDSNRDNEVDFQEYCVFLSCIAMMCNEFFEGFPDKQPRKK
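Material: S100A4 monomer (human). Medium: Calcium-containing HEPES buffer, pH 7.2. Probe or stimulus: labelled myosin peptide probe, 5 nM. Compound dosing: one concentration per compound. Timing: polarization read 5 min after assay mix addition, stable 5–60 min. Benchmarks: DMSO as neutral control, TFP as positive control.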
LGR2 inh – blocks bursicon-induced cAMP signaling via Drosophila LGR2; AID 720647; inhibition, % at 9.99 µM; HEK293 LGR2, CRE-luciferase, bursicon-stimulated, 4 h; hit rate 0.35% among 380,000;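 active = drop in luminescence signal, shown as inhibition above about 50% in the replicate tests, limit read from the data, passing the limit was not always enough; inconclusive = probably only some replicates passing the limit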;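 note: agonist challenge used bursicon conditioned medium at about half maximal strength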
PGC1a acetyl inh – PGC1a acetylation modulation, inhibitor mode; U2OS PGC1a acetylation, AlphaScreen anti-acetyl-lysine; with virally co-expressed GCN5 acetyltransferase; inhibition, % at 15.6 µM; hit rate 0.17% among 350,000;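 active = every replicate shows inhibition of at least 40%; inconclusive = mean inhibition at least 40% but some replicate below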;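 note: 0% = neutral control wells and 100% = positive control wells; some results beyond the cut were filed as inactive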
PAX8 inh HTS – PAX8 transcriptional activity inhibition | inhibition, % at 12.6 µM | hit rate 1.2% among 360,000 | RMG-I TPO-luciferase reporter, SteadyGlo, 24 h | AID 652154;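 active = mean replicate inhibition at least 60% with every replicate also reaching 60%; inconclusive = only one of the two criteria is met; inactive = mean below 60% and not all replicates reaching 60%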;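 note: luciferase light reporting Pax8 driven TPO promoter activity; plate controls were median of neutral control wells for no effect and mitoxantrone controls for full effect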
* marks the source's active call; other numbers are inactive results; u = inconclusive; x = no result given. Random draw from the library. About 2.1% of those tested had a hit in this group.

SMILES	EWS-Fli block	ERAP1 inh	FN deposition inh	PglD inh	S100A4 inh HTS	LGR2 inh	PGC1a acetyl inh	PAX8 inh HTS
CC1=C(CC(=O)O)c2cc(F)ccc2C1=Cc1ccc(S(C)(=O)=O)cc1	-1	-3	-3	3	2	1	x	2
COc1cccc(CNC(=O)C[C@@H]2C=C[C@H](NC(=O)C3CCOCC3)[C@@H](CO)O2)c1	1	-1	1	1	10	6	1	-11
C=CCn1c(C(C)NC(=O)COC)nc2ccccc21 (stereo unspecified)	-1	-2	7	-3	-3	-17	0	0
C[C@H](CO)N1C[C@H](C)[C@@H](CN(C)Cc2ccc3c(c2)OCO3)Oc2c(NC(=O)c3cnccn3)cccc2C1=O	9	8	x	1	-11	6	-12	-3
CC(/C=C/c1ccccc1)=N\NC(N)=S	x	x	-6	7	x	x	-9	-6
COc1ccc(Nc2c(C)cccc2C)cc1	x	x	6	-1	x	x	-10	24
COc1ccc2c(c1)c(=O)oc1c(C)c(OC(C)C(=O)N[C@@H](Cc3c[nH]c4ccc(O)cc34)C(=O)O)ccc12 (stereo partly specified)	2	19	x	3	-1	3	7	x
COc1cccc(-c2nn(-c3ccc(C)cc3)cc2C(=O)NCC(c2cccs2)N2CCOCC2)c1 (stereo unspecified)	-12	2	2	4	4	-12	-8	33
COc1ccc(C(=O)Nc2ccc3[nH]c(-c4cccc(OC)c4)cc(=O)c3c2)cc1	57*	-5	-4	5	-3	-1	x	39
CN1C(=O)c2ccc(C(=O)NCc3ccc4c(c3)OCO4)cc2C1=O	-3	6	-1	x	18	-7	x	-4
Cc1cc(C)nc(N2N=C(c3ccccc3)CC2=O)n1	-15	7	3	x	-1	5	4	-14
O=C(COc1ccccc1Br)N1CCNC1=O	4	1	-1	0	-1	15	23	1
O=C(Nc1ccc(NC(=O)c2ccccc2Br)cc1)c1ccccc1	-37	1	10	-5	-1	-30	-1	-11
CC(C)NC(=O)N(C)C[C@@H]1OCCCC[C@@H](C)Oc2ccc(NS(C)(=O)=O)cc2C(=O)N([C@H](C)CO)C[C@@H]1C	-13	-3	x	-3	8	3	-4	9
C[C@@H]1CN([C@@H](C)CO)C(=O)c2c(c3ccccc3n2C)-c2ccccc2CO[C@H]1CN(C)S(=O)(=O)Cc1ccccc1	1	-2	-5	-1	6	3	9	23
C[C@H]1CN([C@@H](C)CO)C(=O)c2cccc(NC(=O)CCCCCC(=O)Nc3ccccc3N)c2O[C@@H]1CN(C)Cc1ccc(Oc2ccccc2)cc1	32	1	x	x	-10	15	-8	u
Nc1ccc(N2CCN(CCCCN3C(=O)C4CCCN4C3=O)CC2)cc1 (stereo unspecified)	11	-3	5	x	8	-2	x	5
COc1ccc(NC(C)=O)cc1S(=O)(=O)N1CCc2ccccc21	-13	-3	x	-1	-13	-7	x	3
C[C@@H](O)C#Cc1ccc2c(c1)O[C@H](CN(C)C(=O)CC1CC1)[C@@H](C)CN([C@@H](C)CO)S2(=O)=O	1	1	-12	1	-12	9	7	x
COc1ccc(Cc2c(-c3ccc(OC)c(OC)c3)nc3c(C)cc(Br)cn23)c(C)c1	8	10	-2	1	-2	1	2	66*
O=c1[nH]nc(-c2ccc(F)cc2)cc1Cc1ccccn1	19	1	5	5	-4	6	6	1
Cc1ccc(N=Cc2c(O)c3ccccc3n(C)c2=O)cc1	6	4	-3	4	-2	-36	3	-2
CCOC(=O)C1(CCOc2ccccc2)CCN(Cc2cccs2)CC1	0	0	14	x	0	x	-9	5
Cc1cc(C)n(-c2cc(Cl)ccc2[N+](=O)[O-])n1	5	-2	1	x	-2	-7	x	-2
CCCCCCOc1ccc(OC(=O)c2ccncc2)cc1	x	9	19	5	-2	-14	0	-94
COCC#Cc1ccc([C@H]2[C@H](CO)N3C(=O)CN(C(=O)Nc4ccccc4F)C[C@@H]23)cc1	2	0	-7	x	-8	-3	0	x
O=c1[nH][nH]c(-c2ccccc2)c1C=Nc1ccc(F)cc1F	-5	-2	-3	-1	-8	-19	x	4
CC(C)(C)c1ccc(S(=O)(=O)NC(=O)C2(C)CCN2C(=O)Cc2ccccc2Cl)cc1 (stereo unspecified)	14	4	4	-3	1	-5	x	2
CC1(CO)COC2(OC1)C(=O)Nc1ccccc12 (stereo unspecified)	11	1	13	-1	0	1	x	9
O=C(NC1CCCCCC1)C(=S)N1CCCC1	-1	-1	2	-5	5	10	1	14

Three of the compounds above, in CSV form.
mol,EWS-Fli block,ERAP1 inh,FN deposition inh,PglD inh,S100A4 inh HTS,LGR2 inh,PGC1a acetyl inh,PAX8 inh HTS
Cc1ccc(N=Cc2c(O)c3ccccc3n(C)c2=O)cc1,6,4,-3,4,-2,-36,3,-2
CCOC(=O)C1(CCOc2ccccc2)CCN(Cc2cccs2)CC1,0,0,14,x,0,x,-9,5
Cc1cc(C)n(-c2cc(Cl)ccc2[N+](=O)[O-])n1,5,-2,1,x,-2,-7,x,-2

(more compounds)
SMILES	EWS-Fli block	ERAP1 inh	FN deposition inh	PglD inh	S100A4 inh HTS	LGR2 inh	PGC1a acetyl inh	PAX8 inh HTS
O=C(NCCO)c1cc([N+](=O)[O-])cc2c1C=Cc1ccccc1O2	3	2	10	x	-3	1	-6	12
O=S(=O)(N[C@H]1CC[C@H](CCn2cc(-c3ccccc3F)nn2)O[C@H]1CO)c1ccc(F)cc1	-5	9	x	0	6	-10	-7	-2
Cc1noc(C)c1C(=O)OCC(=O)Nc1ccc(S(N)(=O)=O)cc1	-16	0	0	-5	-2	9	-7	-3
Cc1ccc(S(=O)(=O)N2C[C@H]3C(=O)C[C@@H](c4ccccc4)N(S(=O)(=O)c4ccccc4)[C@H]3C[C@H]2c2ccccc2)cc1	7	6	-4	3	9	2	-2	28
Cc1noc(NS(=O)(=O)c2ccc(NC(=O)c3ccc(N4C(=O)c5ccccc5C4=O)cc3)cc2)c1C	6	-2	x	x	0	-3	-7	-4
CC(=O)NS(=O)(=O)c1ccc(NC(=O)/C=C/c2ccco2)cc1	9	4	-4	x	-10	-7	16	-15
O=C(Cc1ccccc1)N[C@@H]1CC[C@H](CC(=O)N2CCOCC2)O[C@H]1CO	-4	-1	-9	1	12	4	8	-11
O=C(N[C@H](C(=O)N1CCC[C@H]1C(=O)NC1CCCC1)c1ccccc1)c1ccc(Cl)c(Cl)c1	4	3	1	x	-2	-13	x	17
COCC1CCCCN1C(=O)c1cccc(OC2CCN(S(C)(=O)=O)CC2)c1 (stereo unspecified)	-10	-1	2	1	-5	-9	-2	-5
CCN(CC(=O)Nc1ccc(NC(C)=O)cc1)C(=O)c1n[nH]c(=O)c2ccccc12	-20	0	x	x	-3	8	5	5
CCC(C)NC(=O)CS(=O)Cc1nc(-c2cccc(C)c2)oc1C (stereo unspecified)	-1	3	1	5	-3	-2	x	3
O=C(NC1CCCCC1)c1ccc(-c2cccc([N+](=O)[O-])c2)o1	x	-2	x	-1	9	-78	x	-265
CCN1C(=NCCCOC(C)C)N[C@@H](c2ccccc2)[C@H](C(=O)OC)[C@H]1C	3	x	-8	1	0	5	2	-10
C(=C\c1ccc(C2[C@H]3CNC[C@@H]2N3Cc2cncnc2)cc1)/c1ccccc1 (stereo partly specified)	1	x	-10	x	x	-6	5	5
COc1ccc(NC(=O)N(C)C[C@@H]2Oc3ncc(C#CC(C)C)cc3C(=O)N([C@H](C)CO)C[C@@H]2C)cc1	2	-2	-6	0	-2	8	11	x
Cc1cc(-c2ccc(S(=O)(=O)N3CCN(C)CC3)s2)on1	-1	1	-12	-4	-2	-15	3	-3
C[C@@H]1CN([C@@H](C)CO)C(=O)c2cc(NC(=O)Nc3ccc(F)cc3)ccc2O[C@@H](C)CCCCO[C@H]1CN(C)C(=O)Nc1cccc2ccccc12	7	-1	2	-2	-3	11	-16	9
COC(=O)c1ccc(C(=O)OC)c(NC(=S)N2CCC(N3CCCCC3)CC2)c1	-2	x	6	x	-1	14	-3	-7
COC(=O)C1=C(C)N(Cc2ccco2)C(=O)N[C@@H]1c1ccc(Br)cc1	7	5	-7	x	-9	-7	x	-6
C[C@@H]1CCCCO[C@@H](CN(C)C(=O)c2ccncc2)[C@@H](C)CN([C@H](C)CO)C(=O)c2cc(NS(=O)(=O)c3cn(C)cn3)ccc2O1	-1	-1	x	-1	14	4	8	9
Cc1ccccc1NC(=O)COc1cccc2c1CCNC2=O	5	-2	8	0	-3	-14	x	-17
COCCNC(=O)c1onc(CSc2ccccc2)c1C(=O)NCCOC	-26	-1	-12	6	-2	0	x	-23
O=C(NCC[C@H]1CC[C@@H](NC(=O)C2CC2)[C@@H](CO)O1)Nc1ccc(Cl)cc1	-2	-1	4	0	14	-15	7	x
Cc1cc(C)c(NC(=O)COC(=O)c2cc([N+](=O)[O-])ccc2N2CCOCC2)c(C)c1	-1	-6	-6	-4	-1	-4	-9	x
COc1ccc(C)cc1NC(=O)CN(c1ccc(F)cc1)S(C)(=O)=O	x	x	-11	-10	x	x	2	-4
C[C@H](CO)N1C[C@H](C)[C@@H](CN(C)S(=O)(=O)c2ccccc2)Oc2ccc(NS(=O)(=O)c3ccc(Cl)cc3)cc2C1=O	-7	x	x	0	x	0	3	-17
CC(=O)N(C)C[C@@H]1Oc2cc(C#CC(C)C)ccc2S(=O)(=O)N([C@@H](C)CO)C[C@H]1C	11	-5	-4	5	-26	-13	-2	x
O=C(Nc1ccc(Cl)cc1)N1N=CCC1c1ccccc1 (stereo unspecified)	-3	x	-6	-2	0	-16	2	4
Cc1ccc(S(=O)(=O)Nc2ccc3c(c2)C(=O)N([C@H](C)CO)C[C@H](C)[C@@H](CN(C)Cc2ccc(Cl)c(Cl)c2)OCCCC[C@H](C)O3)cc1	-2	-3	-8	9	u	7	5	66*

Grouped by structure, the compounds so far containing fluorine.
SMILES	EWS-Fli block	ERAP1 inh	FN deposition inh	PglD inh	S100A4 inh HTS	LGR2 inh	PGC1a acetyl inh	PAX8 inh HTS
CC1=C(CC(=O)O)c2cc(F)ccc2C1=Cc1ccc(S(C)(=O)=O)cc1	-1	-3	-3	3	2	1	x	2
O=c1[nH]nc(-c2ccc(F)cc2)cc1Cc1ccccn1	19	1	5	5	-4	6	6	1
COCC#Cc1ccc([C@H]2[C@H](CO)N3C(=O)CN(C(=O)Nc4ccccc4F)C[C@@H]23)cc1	2	0	-7	x	-8	-3	0	x
O=c1[nH][nH]c(-c2ccccc2)c1C=Nc1ccc(F)cc1F	-5	-2	-3	-1	-8	-19	x	4
O=S(=O)(N[C@H]1CC[C@H](CCn2cc(-c3ccccc3F)nn2)O[C@H]1CO)c1ccc(F)cc1	-5	9	x	0	6	-10	-7	-2
C[C@@H]1CN([C@@H](C)CO)C(=O)c2cc(NC(=O)Nc3ccc(F)cc3)ccc2O[C@@H](C)CCCCO[C@H]1CN(C)C(=O)Nc1cccc2ccccc12	7	-1	2	-2	-3	11	-16	9
COc1ccc(C)cc1NC(=O)CN(c1ccc(F)cc1)S(C)(=O)=O	x	x	-11	-10	x	x	2	-4
